influenza NS1A = H1N1 influenza NS1A inhibitors, functional cell based assay (AID 504329); NS1A functional cell-based assay, percent inhibition; higher % means a stronger effect; inhibition, % at 12.5 µM, or IC50 in µM where a hit was titrated; actives 0.3% (n = 340,000); in the data active means a potency from the dose series; inconclusive means inhibition above about 27% without an active follow-up result; further: strong numbers were not always called active
inhibitors of VEEV = inhibitors of VEEV TC-83 cytopathic effect, confirmation, Vero cells (AID 588727); Vero cells, VEEV TC-83 cytopathic effect inhibition; higher % means a stronger effect; inhibition, % at 20 µM, or IC50 in µM where a hit was titrated; actives 0.13% (n = 350,000); in the data active means a potency from the dose series; inconclusive means inhibition mostly from about 14% at the one dose, without a potency; inactive means the rest, 99 in 100 with inhibition below about 12%; further: strong numbers were not always called active
Salmonella PhoP GFP = Inhibition of PhoP regulon, Salmonella typhi GFP reporter cells, confirmation, 4 h (AID 1850) | Salmonella Typhi PhoP-promoter GFP reporter, fluorescence, 4 h; higher % means a stronger effect | inhibition, % at 50 µM, or IC50 in µM where a hit was titrated | actives 0.33% (n = 310,000); in the data active means a potency from the dose series; inconclusive means inhibition mostly from about 25% at the one dose, without a potency; inactive means the rest, 99 in 100 with inhibition below about 19%;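 further: 0% = induced wells with vehicle and 100% = uninduced wells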
H37Rv inhibition = M. tuberculosis growth inhibition, HTS (AID 449762); actives 0.59% (n = 330,000); one-dose inhibition, % at 25 µM; IC50 in µM for titrated hits; M. tuberculosis H37Rv growth inhibition, 7H9 media; higher % means a stronger effect; in the data active means a potency from the dose series; inconclusive means inhibition above about 70% without an active follow-up result;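 further: bacterial growth assessed after seven days of incubation; strong numbers were not always called active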
M. tuberculosis = growth inhibition of non-replicating M. tuberculosis (AID 488890); Mycobacterium tuberculosis non-replicating, growth inhibition; higher % means a stronger effect; inhibition, % at 25 µM; hits with a dose series show IC50 in µM; actives 0.39% (n = 320,000); in the data active means a potency from the dose series; inconclusive means inhibition mostly from about 82% at the one dose, without a potency; inactive means the rest, 99 in 100 with inhibition below about 76%;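 further: plate controls were DMSO cells for no effect and high antibiotic wells for full effect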
inhibitors of VEEV 10K pilot screen = further read-out of inhibitors of VEEV, marked with its call; inhibition, %; measured here: 10K pilot screen inhibition
* hit, by the source's call; i = inactive; ? = inconclusive; nt = not tested or not shown.

SMILES	influenza NS1A	inhibitors of VEEV	Salmonella PhoP GFP	H37Rv inhibition	M. tuberculosis	others
Cc1cc(C)n(-c2nc3c(c(=O)[nH]c(=O)n3C)n2C(C)C)n1	-8%	0.8%	-5%	-9%	1%
Clc1ccc(Nc2c3c(nc4ncnn24)CCC3)cc1	-23%	0.6%	-10%	-12%	-16%
CCCC(=O)Nc1nc(C)c(-c2csc(Nc3ccccc3OC)n2)s1	-1%	9.4%	-6%	6%	4%
CCOC(=O)C1=C(C)N=c2s/c(=C\c3ccc(OCC(=O)O)cc3)c(=O)n2C1c1ccccc1OC (configuration not stated)	3%	i	-3%	4%	-1%
Cc1ccc2c(c1)nnn2C1CCN(C(=O)C23CC4CC(CC(C4)C2)C3)CC1	1%	1.4%	-11%	1%	30%
CN(CC(=O)Nc1ccc(Cl)cc1)c1ccc(S(=O)(=O)N2CCCCC2)cc1[N+](=O)[O-]	9%	1.2%	-2%	2%	-4%
O=C1CSC(=S)N1N=C1CCCCCC1	0%	1.0%	2%	-1%	-7%
COCc1ccc([C@@H]2C[C@H]3CN(Cc4cccc(Cl)c4)C(=O)[C@]34CCCN24)o1	-18%	0.0%	17%	-6%	20%
CN1CCN(/C=N/c2c(C#N)cnn2-c2ccccc2)CC1	-2%	2.0%	0%	-11%	-14%
COc1cc(NC(=S)N2CCN(c3ccccn3)CC2)cc(OC)c1	5%	0.2%	-17%	3%	-1%
CN(C)S(=O)(=O)c1cccc(COc2ncnc3c(Cl)cc(Cl)cc23)c1	-4%	4.9%	5%	5%	-13%
COC(=O)CSc1snnc1-c1ccc(Cl)c(Cl)c1	0%	1.9%	1%	?	?
CCn1c(SCC(=O)Nc2ccc(C(C)=O)cc2)nnc1C1CC1	0%	0.8%	6%	-4%	4%
CCOC(=O)CSc1nc(N)c(C#N)c(-c2ccc(OCC)cc2)c1C#N	-7%	1.1%	-3%	?	79%
COC(=O)c1cc(C)sc1NC(=O)C1CC(=O)NN1Cc1ccccc1 (configuration not stated)	-46%	0.8%	-2%	2%	5%
Cc1nc2ccccc2c(=O)n1/N=C/c1ccc(N(C)C)cc1	-4%	0.4%	-5%	0%	-10%
Cc1cccc(NS(=O)(=O)c2cccc3nsnc23)c1	1%	1.9%	3%	-1%	3%
CSc1cccc(NC(=O)c2c(Cl)cnn2C)c1	2%	i	13%	-7%	-3%
NC(Cc1ccccc1)c1nc(-c2ccccc2)no1 (configuration not stated)	6%	0.8%	15%	1%	25%
Cc1c(C(=O)O)cccc1-n1c(C)cc(/C=C(/C#N)C(=O)NCc2ccccc2)c1C	nt	7.6%	1%	2%	-15%
O=C(O)c1ccc(-c2ccc(O)c(F)c2)cc1	-17%	0.4%	2%	0%	-14%
CCOC(=O)/C(C#N)=C/N1CCOCC1	15%	1.0%	8%	3%	-10%
C=CCC[C@H](Cc1ccc(F)cc1)C(=O)OC[C@@H](Cc1c[nH]c2ccccc12)NC(=O)[C@@H](CC=C)CC(=O)N[C@H](CO)Cc1ccccc1	-9%	3.1%	nt	8%	21%
c1ccc2nc3c(nc2c1)[nH]c1ccccc13	-5%	7.8%	-5%	-2%	3%
Cc1ccc(S(=O)(=O)NCc2cccnc2)cc1C	-8%	i	-2%	7%	nt
O=C(NCCN1CCCCC1)Nc1cccc(Cl)c1Cl	-20%	i	0%	-3%	10%
CC1CCN(C(=O)c2ccc(NC(=O)C3CCCO3)cc2)CC1 (configuration not stated)	7%	0.7%	-4%	-6%	-8%
CCC(=O)NC(=S)Nc1ccc(NC(=O)c2ccco2)cc1	-5%	4.0%	2%	?	37%
CCOC(=O)CC(=O)Nc1ccc(C(=O)OCC)cc1	1%	3.1%	-14%	?	5.2µM*
CC(OC(=O)C1CC2CCCC(C1)C2=O)C(=O)Nc1cccc([N+](=O)[O-])c1 (configuration not stated)	2%	1.9%	nt	4%	-9%
COc1ccc(CCN(C)C(=O)CN2C(=O)c3ccccc3S2(=O)=O)cc1OC	-1%	2.5%	-4%	2%	7%
CCn1nc(C)c(NC(=O)c2cc(Br)ccc2Cl)c1C	-1%	i	-2%	1%	-8%
c1ccc2c(c1)ncn2CCC1CCCCC1	-17%	i	6%	4%	?
Cc1ccc(C2CC2c2n[nH]c(=S)n2-c2cccc(Cl)c2)cc1 (configuration not stated)	-1%	4.6%	-6%	-18%	1%
CCOc1ccc(NC(=O)CN(C)C(=O)C2CC2C)cc1OCC (configuration not stated)	-5%	5.7%	nt	nt	nt
O=C(CCc1ccccc1)NNC(=O)Nc1ccc(Cl)cc1	-5%	1.3%	-6%	9%	-13%
COc1cc(NC(=S)Nc2ccccn2)c(OC)cc1Cl	3%	0.4%	-8%	3%	-4%
Cc1cc(C)cc(NC(=O)c2ccc3c(c2)CCN3S(C)(=O)=O)c1	4%	0.3%	-3%	6%	28%
COC(=O)C1=C(C)N(Cc2ccccc2)C(=NCCc2cccnc2)N[C@H]1c1ccccc1	-1%	i	-9%	7%	56%
CCN(CC)c1c2c(c(C#N)c3nc4ccccc4n13)CCC2	-12%	i	-5%	6%	-4%	inhibitors of VEEV 10K pilot screen=0.0
CC[C@@]12C(=O)N(c3ccc(C)cc3)C(=O)N1[C@H](c1cccc(C)c1)[C@@H]1C(=O)N(Cc3ccccc3)C(=O)[C@@H]12	3%	0.2%	5%	9%	31%
CCOc1ccc(S(=O)(=O)NCCC(=O)N2CCC(Cc3ccccc3)CC2)cc1	2%	i	-2%	44%	41%
Cc1ccccc1OCC(=O)OCC(=O)NC1CCCCCC1	-5%	2.3%	nt	nt	nt
COc1cc(C(Nc2ccccn2)c2ccc3ccc(C)nc3c2O)cc(OC)c1O (configuration not stated)	-2%	i	1%	-2%	70%
CC1CCN(C(=O)c2cccc(NC(=O)c3cccs3)c2)CC1	2%	2.5%	-17%	10%	1%
Fc1ccc(Cn2nnnc2CN2CCN(C3CCCCC3)CC2)cc1	-15%	i	-3%	-5%	-2%
CCN(C[C@H]1N[C@@](CC)(C(=O)OC)[C@H]2C(=O)N(Cc3ccccc3)C(=O)[C@@H]12)S(=O)(=O)c1ccc(C)cc1	19%	5.6%	nt	0%	31%
CCNC(=O)c1ccccc1-c1nc(-c2ccccc2OC)no1	-3%	4.9%	4%	-4%	1%
CCCCCCn1c(N2CCCC2)nc2c1c(=O)[nH]c(=O)n2C	-4%	i	6%	-2%	-15%
Nc1nc(-c2cccc(NS(=O)(=O)c3ccccc3)c2)cs1	5%	0.1%	-4%	-3%	29%
CCc1nnc(NCC(=O)N2CCc3ccccc32)s1	-2%	1.3%	2%	-2%	3%
CC1CCCCC1NC(=O)Cn1ncc2ccccc21 (configuration not stated)	-15%	0.8%	-12%	8%	6%
COc1ccccc1C(=O)Nc1ccccc1N1CCN(C(=O)c2ccc(Cl)cc2)CC1	8%	7.9%	3%	42%	50%
Cc1ccnc2nc(C(=O)Nc3nc4ccccc4s3)nn12	-12%	0.3%	-7%	?	71%
CC1CN(c2ccc([N+](=O)[O-])cc2Cl)CCN1 (configuration not stated)	11%	1.0%	-6%	-2%	9%
COc1cc(C2CC(=O)Oc3c2c(=O)n(C)c2ccccc32)cc(OC)c1OC (configuration not stated)	-11%	0.6%	8%	-8%	-19%
CC(=O)c1ccc(S(=O)(=O)N2CCC(c3nnc(SCCN4CCCC4)n3C)CC2)cc1	3%	0.9%	6%	2%	7%
O=C(Nc1cccc(C(F)(F)F)c1)Nc1ccon1	13%	1.8%	-6%	8%	9%
O=C(NCCCC1CCCC1)C1CCC(=O)N(Cc2ccccc2F)C1 (configuration not stated)	-10%	2.6%	2%	8%	22%
CC(=O)c1c(C)[nH]c(C(=O)NCCN2CCC(C)CC2)c1C	8%	0.1%	-6%	-2%	-34%

Reprinted at random: 4 records from the list, in no set order.
SMILES	influenza NS1A	inhibitors of VEEV	Salmonella PhoP GFP	H37Rv inhibition	M. tuberculosis	others
CC1CCCCC1NC(=O)Cn1ncc2ccccc21 (configuration not stated)	-15%	0.8%	-12%	8%	6%
CC(=O)c1ccc(S(=O)(=O)N2CCC(c3nnc(SCCN4CCCC4)n3C)CC2)cc1	3%	0.9%	6%	2%	7%
Cc1ccnc2nc(C(=O)Nc3nc4ccccc4s3)nn12	-12%	0.3%	-7%	?	71%
CC(=O)c1c(C)[nH]c(C(=O)NCCN2CCC(C)CC2)c1C	8%	0.1%	-6%	-2%	-34%

The listing continues:
SMILES	influenza NS1A	inhibitors of VEEV	Salmonella PhoP GFP	H37Rv inhibition	M. tuberculosis	others
Cc1ccc(S(=O)(=O)N(C)C)cc1NC(=O)COC(=O)C1CCCC1	-3%	0.8%	10%	1%	-15%
CC(NC(=O)/C(=C/c1cccc([N+](=O)[O-])c1)NC(=O)c1ccco1)C(=O)O (configuration not stated)	2%	0.5%	-5%	3%	-22%
Cc1ccc(C(=O)N/C(=C/c2cccs2)C(=O)NCCCn2ccnc2)cc1	-6%	2.3%	-5%	0%	-2%
Fc1ccc(/C=N\Nc2cccc(F)c2)cc1	-1%	i	-9%	-3%	-10%
Cc1ccc(CNC(=O)C2CCCN2C(=O)Nc2cccc(Cl)c2)cc1 (configuration not stated)	-3%	0.3%	-6%	6%	9%
COc1ccc(NC(=O)Nc2ccccc2F)c(C)c1	-8%	i	-2%	3%	21%
NC(=S)N/N=C/c1coc2ccccc2c1=O	-8%	2.5%	13%	5%	-28%
O=C(NC(=S)NCCCN1CCOCC1)c1cccc2ccccc12	11%	0.5%	17%	6%	17%
O=C(CN1CCC(NC(=O)Cc2ccccc2)CC1)Nc1ccccc1Br	-10%	3.8%	-2%	1%	3%
O=C(CSc1ncn(-c2ccccc2)n1)N1CCc2ccccc21	7%	2.3%	-4%	-2%	0%
CN(C)CC(C(=O)Cc1ccccc1)c1ccccc1 (configuration not stated)	-4%	i	nt	nt	nt
O=[N+]([O-])c1ccc(Nc2ccc(Cl)cc2)nc1	nt	5.7%	0%	25%	17%
COc1ccc2c3c(cccc13)N(C)N=C2C	2%	0.1%	-10%	7%	?
Cc1ccc(NC(=O)c2sccc2-n2cccc2)c(Cl)c1	12%	i	0%	5%	54%	inhibitors of VEEV 10K pilot screen=0.0
O=C1C2CCCN2C(c2cccnc2)N1c1cccc(Cl)c1 (configuration not stated)	-2%	2.1%	-2%	0%	nt
NC(=O)c1ccc(C(=O)N/N=C(/Cc2ccccc2)c2ccccc2)cc1	-2%	2.4%	-10%	-1%	19%
O=C(Oc1cccc2cccnc12)c1cccs1	-8%	8.8%	4%	?	?	inhibitors of VEEV 10K pilot screen=8.7
Cc1noc(C)c1CSCC(=O)Nc1cc(C(F)(F)F)ccc1N1CCOCC1	-1%	5.8%	nt	-3%	7%
O=C(CSc1nnc(COc2ccc(Cl)cc2)o1)N1CCN(c2ccccc2)CC1	10%	i	-1%	-1%	43%
O=C(NCc1ccc2c(c1)OCO2)c1ccc(CSCc2ccc(Cl)cc2)o1	6%	1.9%	-4%	-4%	23%
CCn1c2ccccc2c2cc(NC(=O)CSc3nnc(-c4ccccc4)o3)ccc21	-4%	9.5%	-12%	?	30%
NC(CSC1(c2ccccc2)c2ccccc2-c2ccccc21)C(=O)O (configuration not stated)	1%	i	nt	nt	nt
Cc1ccc(OCC(=O)NNC(=O)c2cc3ccccc3o2)cc1	0%	0.3%	-12%	-6%	nt
c1ccc(-c2csc(=Nc3cccnc3)n2CC2CCCO2)cc1 (configuration not stated)	6%	0.4%	-7%	5%	25%

Structural class: the entries above containing a thiophene ring, fused or not
SMILES	influenza NS1A	inhibitors of VEEV	Salmonella PhoP GFP	H37Rv inhibition	M. tuberculosis	others
COC(=O)c1cc(C)sc1NC(=O)C1CC(=O)NN1Cc1ccccc1 (configuration not stated)	-46%	0.8%	-2%	2%	5%
CC1CCN(C(=O)c2cccc(NC(=O)c3cccs3)c2)CC1	2%	2.5%	-17%	10%	1%
Cc1ccc(C(=O)N/C(=C/c2cccs2)C(=O)NCCCn2ccnc2)cc1	-6%	2.3%	-5%	0%	-2%
Cc1ccc(NC(=O)c2sccc2-n2cccc2)c(Cl)c1	12%	i	0%	5%	54%	inhibitors of VEEV 10K pilot screen=0.0
O=C(Oc1cccc2cccnc12)c1cccs1	-8%	8.8%	4%	?	?	inhibitors of VEEV 10K pilot screen=8.7

Next records follow:
SMILES	influenza NS1A	inhibitors of VEEV	Salmonella PhoP GFP	H37Rv inhibition	M. tuberculosis	others
Cc1cc(C)n(-c2ccc(C(=O)Nc3ccc4c(c3)OCO4)cc2)n1	-2%	8.0%	1%	13%	6%
COc1ccc(C)cc1NC(=O)C(NCC1CCCO1)c1ccccc1 (configuration not stated)	19%	0.5%	2%	-1%	0%
Cc1ccc(NC(=O)COC(=O)[C@@H]2CC(O)CN2S(=O)(=O)c2ccc3c(c2)OCCO3)cc1 (some centres not stated)	-3%	1.2%	nt	1%	18%
COc1ccc(C(=O)CC(=O)C(=O)Nc2cccc(C(C)=O)c2)cc1	-17%	0.8%	-4%	-10%	15%
